Assay outcomes deposited in PubChem by several laboratories.
human PMI inhibition: inhibitors of human PMI, primary screen, biochemical, fluorescence intensity, coupled assay (AID 1209). Mannose-6-phosphate isomerase (Homo sapiens). purified PMI enzyme, coupled fluorescence intensity; higher % means a stronger effect. inhibition, % at 20 µM, or IC50 in µM where a hit was titrated. 0.42% of 190,000 active;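 note: plate controls were DMSO vehicle for no effect and wells lacking substrate for full effect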
Dynein cargo inh: inhibitors of GR-EGFP nuclear translocation, primary screen, dynein cargo transport inhibitor project, imaging, high-content, 3617.4 mouse cells; test concentration mostly 20 µM; stimulated with dexamethasone, 1 µM; hits give low values; z-score, hits read low; 0.47% of 220,000 active;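 active = plate z-score of nuclear minus cytoplasmic receptor signal below a set negative limit, without overly bright fluorescence or cell loss, cut at about -3.5 in these data, passing the limit was not always enough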;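 note: z-score of nuclear minus cytoplasmic ring GR-EGFP intensity difference per well; some compounds called inactive have numbers as strong as hits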
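Medium: Induction medium lacking tetracycline, stripped serum | Probe or stimulus: 1.0 µM final dexamethasone stimulus | Schedule: 48 h induction, then 1 h compound, then 30 min agonist, 37 °C | Signal: Automated 10x imaging of fixed Hoechst-stained cells | Evaluation: Per-cell GR-EGFP intensity, nucleus versus surrounding cytoplasmic ring, well-averaged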
LYP phosphatase: inhibitors of LYP phosphatase, biochemical, fluorescence intensity, uHTS (AID 1779); Tyrosine-protein phosphatase non-receptor type 22 (Homo sapiens); recombinant LYP phosphatase, fluorescence intensity; higher % means a stronger effect; inhibition, % at 11.5 µM; hits with a dose series show IC50 in µM; 0.054% of 290,000 active;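 note: plate controls were vehicle with enzyme for no effect and no enzyme for full effect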
AID2073: inhibitors of Mint1-CaV2.2 protein interaction, biochemical, HTRF (AID 2073) | one-dose inhibition, % at 20 µM; IC50 in µM for titrated hits | 0.19% of 290,000 active | HTRF protein-protein interaction, Mint1-CaV2.2; higher % means a stronger effect | Voltage-dependent N-type calcium channel subunit alpha-1B (Homo sapiens); in the data active = inhibition mostly above about 51%, no sharp cut-off; inconclusive = no clear call, values can overlap the other calls; inactive = mostly below about 53%; note: some results filed as inactive read as strong as hits
human PMI inhibitors: human PMI inhibitors, high substrate, primary screen, biochemical, fluorescence intensity, high mannose 6-phosphate (AID 1220). Mannose-6-phosphate isomerase (Homo sapiens). recombinant PMI enzyme, coupled fluorescence intensity; higher % means a stronger effect. one-dose inhibition, % at 20 µM; IC50 in µM for titrated hits. 0.66% of 190,000 active
P. falciparum M1AAP: P. falciparum M1AAP inhibitors, biochemical, fluorogenic H-Leu-NHMec substrate, 1536-well (AID 1445) | one-dose inhibition, % at 30 µM; IC50 in µM for titrated hits | Aminopeptidase N (Plasmodium falciparum (isolate 3D7)) | 0.42% of 220,000 active | recombinant M1AAP, H-Leu-NHMec fluorogenic kinetic assay; higher % means a stronger effect;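 active = primary inhibition above the hit cutoff, then over 50% inhibition at one or more dose response concentrations, cut at about 23% in these data, passing the limit was not always enough; inconclusive = conflicting primary data, or primary hits not chosen for dose response; inactive = low primary inhibition, or under 50% at every dose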;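 note: plate controls were DMSO full reaction for no effect and no enzyme background for full effect; strong numbers were not always called active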
M17LAP inhibition: P. falciparum M17LAP inhibitors, primary screen, biochemical, fluorogenic H-Leu-NHMec substrate, 1536-well (AID 1619). Leucine aminopeptidase (Plasmodium falciparum (isolate 3D7)). recombinant M17LAP, H-Leu-NHMec fluorogenic kinetic assay; higher % means a stronger effect. inhibition, % at 30 µM; hits with a dose series show IC50 in µM. 0.38% of 220,000 active;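 active = compound inhibiting the enzyme by more than half at any dose during confirmatory dose-response retesting; inconclusive = strong single-dose inhibitors picked by rank but not retested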;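 note: plate controls were full reaction with DMSO carrier for no effect and no enzyme background for full effect; strong numbers were not always called active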
XIAP antagonists: XIAP antagonists, biochemical, IAP family, fluorescence polarization (AID 1018); XIAP BIR domain, fluorescence polarization peptide displacement; higher % means a stronger effect; displacement, % at 20 µM, or IC50 in µM where a hit was titrated; 0.007% of 200,000 active; in the data active = displacement above about 50%; note: a part of the inactive calls stands beside numbers as strong as those of hits
SIAH1 antagonists: Siah-1 peptide-binding antagonists, primary screen, biochemical, fluorescence polarization, rhodamine-plectin, uHTS (AID 1817). 0.02% of 290,000 active. Siah-1 / rhodamine-plectin peptide fluorescence polarization; higher % means a stronger effect. displacement, % at 20 µM, or IC50 in µM where a hit was titrated;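 active = displacement of at least 50% at 20 µM, with a fluorescence ratio check between 0.3 and a set limit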;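 note: plate controls were Siah plus tracer with DMSO for no effect and tracer alone without Siah for full effect; strong numbers were not always called active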
Dynein cargo inh cytoplasmic EGFP: also measured in Dynein cargo inh; calls as there; z-score; measured here: cytoplasmic GR-EGFP intensity; hits give high values
Dynein cargo inh nuclear GR-EGFP: recorded beside Dynein cargo inh, whose call it bears; z-score; measured here: nuclear GR-EGFP intensity;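 lower value marks the stronger effect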
Dynein cargo inh cell count: further read-out of Dynein cargo inh, marked with its call; z-score; measured here: cell count per field
An asterisk follows results filed as active; ? = inconclusive; . = not tested or not shown. Cut-off read from the data, not from the text of the source, unless noted: active = inhibition above about 50%; inactive = the rest.

LYP phosphatase,XIAP antagonists,SIAH1 antagonists,AID2073,P. falciparum M1AAP,Dynein cargo inh cytoplasmic EGFP,human PMI inhibitors,M17LAP inhibition,Dynein cargo inh,Dynein cargo inh cell count,Dynein cargo inh nuclear GR-EGFP,human PMI inhibition,compound
-4.1%,-5.9%,21.1%,-8.1%,2.0%,-0.046,-2.4%,-11.3%,0.108,-0.458,0.299,0.5%,CCC(=O)Nc1cc(C(C)C)c(O)cc1C
-3.3%,-4.9%,-3.8%,19.0%,4.8%,-0.177,1.1%,22.6%,-0.406,-0.304,0.367,5.9%,O=C(Cn1[nH]c(=O)c2ccccc2c1=O)OCC(=O)N1CCCc2ccccc21
-8.5%,-6.8%,-3.4%,1.4%,-14.3%,-0.207,0.0%,-7.8%,-0.892,0.105,-0.461,5.1%,CSC1=NCCN1C(=O)c1ccc(Br)o1
-12.1%,-4.8%,7.4%,-1.5%,-8.4%,-0.209,7.8%,-2.8%,-1.07,0.96,-0.22,10.5%,C=CCN(CC=C)CCCOc1ccccc1C(=O)OC
-4.3%,.,9.5%,5.2%,4.7%,-0.0126,.,5.3%,-0.413,0.658,-0.184,.,C/C(Cc1ccccc1)=N\NC(=O)CNC(=O)COc1ccccc1
-8.9%,0.3%,12.4%,.,-2.7%,-0.118,-4.1%,-11.3%,1.13,-0.614,0.553,5.2%,CCN(CC)c1ccc(NC(=O)Cn2c(C(C)NC(=O)c3ccccc3)nc3ccccc32)cc1 (stereo unspecified)
3.4%,-5.3%,-3.4%,12.1%,1.0%,-0.33,-33.5%,-1.0%,0.367,0.951,0.458,-43.8%,Cc1cc(=O)n2c(C(=O)Nc3ccc(C(=O)OC(C)C)cc3)c(C(=O)Nc3ccccc3)sc2n1
-6.5%,-0.9%,-4.4%,14.3%,6.5%,-0.283,6.8%,6.8%,0.386,-0.71,0.0966,12.2%,CCOC(=O)/C(C#N)=C1\CCCN1CC(N)=S
-9.3%,-3.8%,3.5%,-4.3%,-4.3%,-0.148,4.8%,15.7%,-0.931,0.283,-0.336,8.8%,CC1CN(Cc2ccccc2Cl)CC(C)O1 (stereo unspecified)
-3.6%,-1.0%,4.7%,8.1%,-0.4%,-0.229,-11.8%,-2.3%,-0.523,0.942,-0.417,-9.4%,Cn1c(CSc2nc3ccccc3s2)nnc1SCC(=O)NCCCN1CCOCC1
2.6%,3.0%,1.7%,4.4%,3.9%,-0.232,-3.0%,-1.4%,3.08,-0.55,0.865,1.7%,CCCCNS(=O)(=O)c1ccc(NC(=O)C2c3ccccc3Oc3ccccc32)cc1
-1.5%,-7.9%,4.4%,2.8%,12.8%,-0.215,10.1%,46.1%,-0.815,0.975,-0.331,5.4%,Cc1cc(C)n2[nH]c(=O)c(N=Nc3ccc(S(N)(=O)=O)cc3)c2n1
-6.4%,-4.9%,0.4%,-2.6%,6.9%,0.0883,-4.7%,7.1%,0.623,0.22,-0.00422,-2.1%,COc1ccc(NC(=O)CSc2n[nH]c(C)c2[N+](=O)[O-])cc1
-6.5%,-2.2%,6.7%,-9.3%,-2.5%,-0.205,4.3%,-6.0%,-0.433,0.0581,-0.184,0.6%,COC(=O)N/N=C1\CCCc2ccccc21
-4.4%,-8.8%,10.0%,3.1%,3.9%,-0.263,11.0%,3.1%,0.845,-0.0821,0.173,22.0%,O=c1[nH]c(CN2CCN(S(=O)(=O)c3ccc(Cl)cc3)CC2)nc2cc(Cl)ccc12
1.2%,-3.0%,-0.4%,-1.8%,-0.8%,-0.00616,-2.7%,4.5%,1.44,-0.428,0.419,-8.2%,CCCCn1c(SCC(=O)N2CCCc3ccccc32)nc2c1c(=O)n(C)c(=O)n2C
-0.1%,2.3%,-4.3%,3.4%,-5.0%,-0.186,11.4%,9.3%,0.545,-0.323,0.364,10.7%,Cc1ccc2ccc(C(Nc3ccccn3)c3ccccc3)c(O)c2n1 (stereo unspecified)
-0.2%,-5.5%,0.7%,1.3%,-5.8%,-0.342,4.0%,-4.5%,1.26,0.169,1.05,3.0%,COc1ccccc1-c1ccc(SCc2cccc(F)c2)nn1
-2.0%,-7.2%,8.2%,-3.4%,1.8%,-0.3,-0.9%,4.6%,-0.16,0.512,-0.00343,-0.7%,Cc1ccc(NCc2n[nH]c(=S)n2-c2ccccc2)c(C)c1
1.7%,.,-2.0%,?,3.0%,-0.263,.,-1.9%,-0.0932,-0.0774,-0.452,.,COc1ccc(NC(=O)CCC(=O)N/N=C/c2ccncc2)cc1
-1.8%,-1.7%,-1.8%,-3.1%,-1.8%,-0.154,-1.8%,-6.8%,-0.88,0.0572,-0.185,4.0%,O=C(CCS(=O)(=O)c1cccc2nonc12)NC1CCCCCC1
3.6%,-6.3%,-0.5%,2.6%,5.8%,-0.179,15.0%,-5.2%,-0.125,0.17,-0.0309,16.3%,Cc1ccc(C(=O)N/C(=C/C=C\c2ccccc2)C(=O)NCc2ccco2)cc1
0.6%,-4.5%,-3.1%,-1.5%,4.2%,-0.233,-5.1%,-0.4%,-0.299,-0.0785,0.149,-7.7%,CCCCN(C(=O)c1cc(OC)c(OC)c(OC)c1)C1=CC2CCC(C1)N2C (stereo unspecified)
-6.8%,-9.7%,-3.5%,27.9%,4.6%,0.64,-15.2%,4.5%,-0.944,0.0256,-0.156,-2.6%,O=c1c2c3c(sc2ncn1Cc1ccc(F)cc1)CCC3
5.4%,1.2%,-0.2%,-29.6%,14.9%,1.15,26.1%,12.5%,-0.365,0.972,-0.0669,24.8%,Nc1cc(CN2C(=O)c3ccccc3C2=O)cc(Cl)c1O
-4.6%,1.0%,6.0%,-4.3%,5.3%,-0.238,9.5%,9.9%,-0.825,0.326,0.38,-0.4%,CCOC(=O)C1=C(N)OC2=C(C(=O)CC(C)C2)C1c1cccnc1 (stereo unspecified)
-0.4%,-1.9%,0.7%,7.0%,7.2%,0.184,-5.3%,5.7%,0.952,0.0921,0.401,-7.5%,CC(=O)c1cccc(N=C2NC(=O)CS2)c1
-9.8%,-1.9%,-3.1%,27.1%,9.2%,-0.189,11.2%,1.1%,0.115,-0.461,0.672,6.1%,CC(=O)Nc1ccc(N/C=C(\C=O)c2nc3ccccc3o2)cc1
3.5%,-4.3%,-2.7%,-4.9%,7.3%,-0.189,-4.0%,-10.1%,-0.14,0.444,-0.0442,-1.5%,COc1ccccc1CNC(=O)COC(=O)c1cnccn1
-11.0%,-10.4%,-1.5%,-10.0%,3.8%,-0.154,1.3%,9.4%,1.46,-0.342,0.953,-8.3%,CC(C)OC(=O)Nc1ccc2c(c1)N(C(=O)CCN1CCN(CCO)CC1)c1ccccc1CC2
-2.1%,-5.0%,1.8%,8.0%,-3.5%,0.0311,-2.2%,6.1%,-0.194,0.125,0.077,11.0%,CCCc1cc(=O)[nH]c(SCC(=O)Nc2ccccc2C#N)n1
10.3%,1.1%,3.6%,15.9%,11.9%,-0.203,5.3%,-1.1%,2.02,-1.5,0.999,15.3%,Cc1ccc(Nc2nc(N)c([N+](=O)[O-])c(NCc3ccco3)n2)cc1C
-9.4%,1.4%,-6.6%,1.6%,7.6%,-0.285,-4.3%,9.3%,0.616,0.121,0.196,-9.2%,COCCCn1c(SCC(=O)Nc2sc3c(c2C#N)CCCC3)nnc1-c1ccncc1
-5.1%,-4.5%,-3.5%,-5.8%,0.4%,-0.235,-7.7%,18.5%,0.246,0.704,0.00755,-6.4%,COc1ccc(CCNC(=O)c2nonc2N)cc1
-5.3%,-1.3%,4.0%,20.1%,7.5%,-0.278,44.1%,3.2%,-0.706,0.489,-0.231,34.5%,CC(C)c1ccc(S(=O)(=O)/N=C2/C=CC(=O)c3ccccc32)cc1
-3.6%,-2.2%,0.0%,1.1%,1.5%,-0.257,-1.2%,-2.8%,0.598,-0.117,0.292,-0.6%,COc1ccccc1NC(=O)Nc1ccccc1SC
-2.0%,4.0%,-6.1%,1.2%,-1.8%,-0.114,5.2%,8.5%,0.331,0.443,0.656,9.7%,Cc1ccc2c(c1)c1c(n2C)-c2[nH]ncc2CC1
8.3%,-2.6%,1.1%,-0.5%,9.6%,-0.119,18.4%,3.4%,-0.534,-0.118,0.467,14.0%,CCOc1cc(C=O)cc(Br)c1OCC(=O)NCCc1ccccc1
-8.6%,-6.6%,-1.9%,-26.6%,2.0%,-0.218,-20.7%,18.9%,0.382,0.26,0.00394,-13.8%,CCNC(=S)NNC(=O)c1csc(C(C)C)c1
0.1%,-1.6%,0.6%,-7.8%,-3.9%,0.462,-4.1%,-0.1%,1.09,-0.544,1.08,-15.3%,OCCNCc1cccc(Br)c1

Record cards, from the list above. Order of screens: LYP phosphatase, XIAP antagonists, SIAH1 antagonists, AID2073, P. falciparum M1AAP, Dynein cargo inh cytoplasmic EGFP, human PMI inhibitors, M17LAP inhibition, Dynein cargo inh, Dynein cargo inh cell count, Dynein cargo inh nuclear GR-EGFP, human PMI inhibition
Record of `CC(C)c1ccc(S(=O)(=O)/N=C2/C=CC(=O)c3ccccc32)cc1` : -5.3%, -1.3%, 4.0%, 20.1%, 7.5%, -0.278, 44.1%, 3.2%, -0.706, 0.489, -0.231, 34.5%
Record of `CCOC(=O)C1=C(N)OC2=C(C(=O)CC(C)C2)C1c1cccnc1` (stereo unspecified) : -4.6%, 1.0%, 6.0%, -4.3%, 5.3%, -0.238, 9.5%, 9.9%, -0.825, 0.326, 0.38, -0.4%
